Compound activity as filed in PubChem.
ZTA counter: blocks Epstein-Barr virus ZTA, an EBNA-1 counter-screen; inhibition, % at 11 µM; 320,000 tested, 0.15% active; ZTA-DNA binding, fluorescence polarization; P03206; in the data active = inhibition above about 33%
EBNA-1 inh: blocks EBNA-1 binding to DNA | AID 1950 | 300,000 tested, 0.34% active | EBNA-1 DNA binding, fluorescence polarization | inhibition, % at 14.8 µM; in the data active = inhibition above about 28%
GLD-1 TGE inh: GLD-1-TGE RNA interaction inhibition (C. elegans) | purified GLD-1 + fluorescein TGE RNA, fluorescence polarization | inhibition, % at 5.96 µM | 320,000 tested, 0.44% active;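 active = percent inhibition above a per-plate cutoff, the plate mean of test compounds plus 3 SD, cut at about 30% in these data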;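 note: 0% = DMSO wells with GLD-1 and probe and 100% = wells lacking GLD-1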
BCLXL inh: Bcl-xL (human) inhibition; Q07817; GST-Bcl-xL / FITC-Bim BH3 peptide fluorescence polarization; 320,000 tested, 0.7% active; AID 2129; inhibition, % at 10.9 µM;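 active = inhibition above the mean of all tested compounds plus 3 SD, cutoff set per campaign, cut at about 30% in these data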;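 note: 0% = DMSO wells and 100% = unlabeled Bim-BH3 peptide competitor; inhibitors lower millipolarization by displacing the labeled peptide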
MCL1 BIM primary: inhibitors of human MCL1 binding to BIM-BH3 peptide; Q07820; GST-MCL1 / FITC-Bim-BH3 fluorescence polarization; inhibition, % at 10.9 µM; 320,000 tested, 0.68% active; AID 2057;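 active = inhibition above the mean inhibition of all tested compounds plus 3 SD, set per campaign, cut at about 40% in these data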;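 note: 0% = DMSO wells and 100% = unlabeled Bim-BH3 peptide control; higher means more loss of mP so more displacement of Bim peptide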
Yeast superoxide: lowers age-related superoxide in aged yeast cells. S. cerevisiae aged cells, superoxide DHE fluorescence; stronger effect = lower value. superoxide response (% of plate mean), % at 10 µM. 330,000 tested, 0.18% active. AID 2690;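 active = superoxide response under a set limit, about three screen SD below normal, cut at about 65% in these data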;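 note: yeast aged for seven days with compound at 30 °C before DHE staining; 100% = average MFI of all compound-treated wells on the plate with controls excluded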
Efflux pump inh: inhibitors of Candida antifungal efflux pumps expressed in yeast; S. cerevisiae Candida pump triplex, Nile Red efflux; inhibition, % at 10 µM; 330,000 tested, 0.44% active;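 active = plate passing quality check with inhibition over a set limit, or well fluorescence over plate mean plus 4 SD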;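 note: Nile Red retained in pooled yeast measured as flow cytometry median fluorescence; 0% = buffer negative control and 100% = Enniatin B positive control; higher means more Nile Red kept so more efflux inhibition; some compounds called inactive have numbers as strong as hits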
MEX-5 binding: C. elegans MEX-5 TCR-2 RNA binding activity. Q9XUB2. MEX-5/FITC-TCR2 RNA binding, fluorescence polarization; stronger effect = lower value. activity score (negative = inhibition of binding), % at 10 µM. 300,000 tested, 0.38% active. AID 1832;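 active = inhibition past about -25% in most replicates, and total fluorescence under double the plate's negative control median, limit read from the data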;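 note: 0% = DMSO and -100% = 5 µM competing unlabeled TCR2 RNA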
Target sequence (Q9XUB2 whole entry, looked up): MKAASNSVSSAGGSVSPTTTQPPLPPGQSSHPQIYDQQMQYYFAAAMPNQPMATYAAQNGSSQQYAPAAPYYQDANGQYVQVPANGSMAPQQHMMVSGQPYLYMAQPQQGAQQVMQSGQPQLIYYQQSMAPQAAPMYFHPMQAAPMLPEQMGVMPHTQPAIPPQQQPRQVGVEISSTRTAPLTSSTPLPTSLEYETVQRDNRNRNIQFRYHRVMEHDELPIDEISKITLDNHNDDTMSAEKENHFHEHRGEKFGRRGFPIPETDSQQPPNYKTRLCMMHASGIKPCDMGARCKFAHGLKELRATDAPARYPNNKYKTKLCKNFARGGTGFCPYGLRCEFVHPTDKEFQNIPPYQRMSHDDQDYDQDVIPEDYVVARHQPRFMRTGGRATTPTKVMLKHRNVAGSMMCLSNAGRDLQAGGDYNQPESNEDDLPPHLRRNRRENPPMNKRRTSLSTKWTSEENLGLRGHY
Fam108B counter: counter-screen for RBBP9 inhibitors: inhibitors of mouse Fam108B. recombinant Fam108B, FP-Rh probe fluorescence polarization. inhibition, % at 9.51 µM. 300,000 tested, 0.33% active. AID 1947;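 active = inhibition above the screen mean inhibition plus 3 SD, computed separately per campaign, cut at about 18% in these data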;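 note: inhibitors lower polarization as less probe binds the enzyme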
* = called active by the depositor; . = not tested or not shown. Compounds were not picked by outcome (roughly 2.3% active in at least one column).

Structure | ZTA counter | EBNA-1 inh | GLD-1 TGE inh | BCLXL inh | MCL1 BIM primary | Yeast superoxide | Efflux pump inh | MEX-5 binding | Fam108B counter
COC(=O)c1cccc(S(=O)(=O)N2CCCC2)c1 | 0 | 9 | 11 | -1 | 5 | 91 | -0.2 | 1.8 | -8
COCCN(Cc1nc(-c2ccc(C(F)(F)F)cc2)no1)C(C)C | -1 | 3 | -1 | 2 | 4 | 109 | 0.0 | -0.8 | -3
COc1ccccc1Oc1ccc(NC(=O)c2ccccc2)cc1 | -12 | -12 | -3 | -1 | -7 | 110 | -0.2 | 0.6 | 1
O=C(Nc1ccc(F)c(S(=O)(=O)N2CCOCC2)c1)C1CCCCC1 | 4 | . | 6 | -6 | -13 | 85 | -0.1 | . | .
COC(=O)c1[nH]nc2c1C(=O)N(Cc1ccccc1)C2=O | -5 | 3 | 0 | 4 | 1 | 106 | -0.2 | 2.6 | 9
Cc1n[nH]c(C)c1Sc1ccccc1[N+](=O)[O-] | 9 | 1 | 1 | -2 | 3 | 97 | -0.1 | 0.6 | 0
Cc1ccc(C(=O)Nc2cc(C)nn2CCC#N)cc1 | -16 | -7 | 5 | 0 | 0 | 131 | 0.0 | 2.4 | -2
COc1cc(OC)c(NC(=O)c2sc3ncn(CC(=O)N4CCOCC4)c(=O)c3c2C)cc1Cl | -4 | -12 | 1 | 6 | 4 | 88 | -0.2 | -0.6 | 1
N#Cc1cc([N+](=O)[O-])ccc1NC(=O)COC(=O)C12CC3CC(CC(C3)C1)C2 | 2 | 2 | 3 | -3 | -4 | 107 | 0.0 | 1.6 | 4
O=C(COc1ccc(Cl)cc1)Nc1nc(-c2ccncc2)cs1 | 8 | 12 | 0 | 3 | 1 | 116 | -0.1 | -0.5 | -5
Cc1ccc(N2C(=O)CSC2c2cccs2)cc1 (centres undefined) | 1 | 15 | 1 | 7 | 7 | 111 | 0.0 | 1.9 | -4

No new results follow: entries from further up.
Structure | ZTA counter | EBNA-1 inh | GLD-1 TGE inh | BCLXL inh | MCL1 BIM primary | Yeast superoxide | Efflux pump inh | MEX-5 binding | Fam108B counter
COC(=O)c1cccc(S(=O)(=O)N2CCCC2)c1 | 0 | 9 | 11 | -1 | 5 | 91 | -0.2 | 1.8 | -8
COCCN(Cc1nc(-c2ccc(C(F)(F)F)cc2)no1)C(C)C | -1 | 3 | -1 | 2 | 4 | 109 | 0.0 | -0.8 | -3
COc1ccccc1Oc1ccc(NC(=O)c2ccccc2)cc1 | -12 | -12 | -3 | -1 | -7 | 110 | -0.2 | 0.6 | 1
O=C(Nc1ccc(F)c(S(=O)(=O)N2CCOCC2)c1)C1CCCCC1 | 4 | . | 6 | -6 | -13 | 85 | -0.1 | . | .
COC(=O)c1[nH]nc2c1C(=O)N(Cc1ccccc1)C2=O | -5 | 3 | 0 | 4 | 1 | 106 | -0.2 | 2.6 | 9
Cc1n[nH]c(C)c1Sc1ccccc1[N+](=O)[O-] | 9 | 1 | 1 | -2 | 3 | 97 | -0.1 | 0.6 | 0
Cc1ccc(C(=O)Nc2cc(C)nn2CCC#N)cc1 | -16 | -7 | 5 | 0 | 0 | 131 | 0.0 | 2.4 | -2
COc1cc(OC)c(NC(=O)c2sc3ncn(CC(=O)N4CCOCC4)c(=O)c3c2C)cc1Cl | -4 | -12 | 1 | 6 | 4 | 88 | -0.2 | -0.6 | 1
N#Cc1cc([N+](=O)[O-])ccc1NC(=O)COC(=O)C12CC3CC(CC(C3)C1)C2 | 2 | 2 | 3 | -3 | -4 | 107 | 0.0 | 1.6 | 4
